S1P3 antagonist: S1P3 (human) receptor antagonism; AID 485; inhibition, % at 4.98 µM; actives 0.27% (n = 170,000); CHO S1P3 NFAT-BLA reporter, FRET fluorescence, antagonist mode; Q99500;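 active = inhibition above the plate cutoff, the mean inhibition of test wells on that plate plus 3 SD, cut at about 28% in these data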;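 note: cells challenged with S1P at its EC80 of 0.8 µM; blue over green emission ratio from cleaved BLA substrate after 4 h stimulation; 0% = S1P-stimulated wells and 100% = unstimulated DMSO-only wells; some compounds past the cut are filed as inactive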
Target sequence (Q99500 whole entry, looked up): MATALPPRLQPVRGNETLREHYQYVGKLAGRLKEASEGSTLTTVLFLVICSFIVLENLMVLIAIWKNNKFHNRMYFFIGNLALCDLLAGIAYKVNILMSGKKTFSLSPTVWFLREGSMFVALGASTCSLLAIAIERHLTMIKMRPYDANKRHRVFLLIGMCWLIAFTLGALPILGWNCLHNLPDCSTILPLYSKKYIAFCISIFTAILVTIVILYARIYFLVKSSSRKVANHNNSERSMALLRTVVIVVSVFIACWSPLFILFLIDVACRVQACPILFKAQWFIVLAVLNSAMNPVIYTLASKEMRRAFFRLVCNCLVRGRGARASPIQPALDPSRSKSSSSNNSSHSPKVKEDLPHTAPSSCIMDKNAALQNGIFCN
Hsp70 act: transcriptional activators of Hsp70; activation, % at 10 µM; HeLa Hsp70 promoter luciferase reporter, luminescence; scaled: vehicle 0, proteasome-inhibitor control 100%; AID 1203; actives 0.04% (n = 200,000);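 active = activation above the mean across all tested compounds plus 3 SD, cutoff set per campaign, cut at about 5.5% in these data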;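 note: 100% = MG132 at 30 µM as the positive control and 0% = DMSO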
RAM network inh: blocks the yeast RAM network; S. cerevisiae dse1pr::URA3 reporter, 5-FOA growth OD615, 2 d; analog-sensitive cbk1-as2 kinase mutant strain; inhibition, % at 50 µM; actives 1.8% (n = 190,000);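 active = inhibition above a set limit, 3 SD over mean compound inhibition, cut at about 8.4% in these data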;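 note: 0% = DMSO-only wells with no growth and 100% = 10 µM 1-NA-PP1 full growth; inhibition rescues growth on 5-FOA so higher OD means more RAM inhibition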
G6PDH CS: inhibits Leuconostoc G6PDH, flagging false hits in G6PDH-based assays. Purified L. mesenteroides G6PDH, diaphorase/resazurin coupled fluorescence, 45 min. AID 1020. inhibition, % at 5 µM. actives 0.12% (n = 200,000)
L major viab: inhibitors of Leishmania major promastigote growth | inhibition, % at 10 µM | Leishmania major promastigotes, resazurin fluorescence viability | AID 1063 | actives 9% (n = 200,000);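 note: promastigotes grown with compound for 44 hours at 28 °C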
PMI activator: increases human mannose-6-phosphate isomerase activity; AID 1214; actives 0.005% (n = 190,000); activation factor at 20 µM; purified human PMI, coupled resazurin fluorescence, 20 min; hits give high values; 1 = vehicle control, 0 substrate-free wells;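 active = activation factor of 2 or more at 20 µM, relative to plate controls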
Target sequence (P34949 whole entry, looked up): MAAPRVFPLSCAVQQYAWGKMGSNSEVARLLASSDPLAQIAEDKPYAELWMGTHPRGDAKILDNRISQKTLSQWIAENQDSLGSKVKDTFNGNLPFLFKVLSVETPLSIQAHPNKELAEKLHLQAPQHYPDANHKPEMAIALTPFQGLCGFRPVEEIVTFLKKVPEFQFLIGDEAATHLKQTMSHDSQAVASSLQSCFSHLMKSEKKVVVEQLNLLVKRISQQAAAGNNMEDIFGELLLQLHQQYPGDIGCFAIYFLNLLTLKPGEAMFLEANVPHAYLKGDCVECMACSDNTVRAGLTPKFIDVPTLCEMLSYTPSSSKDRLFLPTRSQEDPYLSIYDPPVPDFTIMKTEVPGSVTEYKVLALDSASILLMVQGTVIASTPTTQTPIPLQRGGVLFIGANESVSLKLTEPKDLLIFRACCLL
TLR4-MyD88 BLA: TLR4-MyD88 interaction inhibition in cells; actives 0.18% (n = 200,000); HeLa CL3-4 TLR4/MyD88 BLA complementation, FRET ratio; inhibition, % at 8.4 µM; O00206+Q99836; in the data active = inhibition above about 25%;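 note: 0% = vehicle and 100% = reference inhibitor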
PMI act hi M6P: activators of human phosphomannose isomerase at near-saturating mannose 6-phosphate. actives 0.34% (n = 190,000). AID 1216. activation factor at 20 µM. coupled PMI enzyme assay, resazurin fluorescence, 20 min; hits give high values; 1 = untreated enzyme, 0 = substrate-free blank;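 active = activation factor of 2 or more at 20 µM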
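Test system – human PMI in coupled enzyme assay · Timing – 20 min incubation at room temperature · Detection – Diaphorase-driven resazurin-to-resorufin fluorescence, excitation 544, emission 590 nm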
Diaph inh CS: diaphorase inhibition or chemical oxidation counter-screen | AID 1217 | inhibition, % at 20 µM | actives 0.69% (n = 190,000) | diaphorase resazurin-to-resorufin fluorescence, NADH, 16 min; bacterial (C. kluyveri) enzyme, not human;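 active = primary screen inhibition at 20 µM above a set limit, cut at about 50% in these data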;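 note: plate controls were DMSO with full reaction for no effect and wells lacking NADH for full effect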
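Assay system: diaphorase enzyme from Clostridium kluyveri. Quantity: enzyme working solution with 0.14 U/mL diaphorase. Schedule: reaction incubation of 16 min at room temperature. Technique: resorufin fluorescence, excitation 544 nm, emission 590 nm. Controls: No-NADH positive control and DMSO neutral control.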
DTT redox prof: compounds producing H2O2 with reducing agent – biochemical, NIH compound library profiling, artefact control for MLSCN library redox annotation, primary screen. actives 0.03% (n = 200,000). activation, % at 10 µM. AID 878. DTT-dependent redox cycling H2O2, phenol red/HRP absorbance; 100% = 100 µM peroxide control, 0% = buffer;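 active = activation of at least 50% relative to the plate's high and low controls in the primary single-dose screen; inactive = activation below 50%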;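 note: compound incubated with DTT at 0.8 mM final as the reducing agent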
Diaph act CS: activates diaphorase or chemically reduces, flagging diaphorase assay artifacts | Diaphorase/resazurin coupled assay, resorufin fluorescence, 16 min; hits give high values; 1 = vehicle wells, 0 = NADH-free wells | activation factor at 20 µM | actives 0.005% (n = 190,000);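 active = diaphorase activity raised at least twofold by the compound at 20 µM; inactive = activation factor below 2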
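Measured by – red resorufin fluorescence at 544/590 nm excitation/emission · Test system – Clostridium kluyveri diaphorase, purified enzyme · Incubation – reaction time 16 min, room temperature · Buffer or medium – 50 mM HEPES pH 7.4 with 4.542 mM MgCl2, 0.005% Tween 20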
An asterisk follows results filed as active; x = no result given. Cut-off read from the data, not from the text of the source, unless noted: active = inhibition above about 50%; inactive = the rest.

Fields – S1P3 antagonist, Hsp70 act, G6PDH CS, PMI activator, TLR4-MyD88 BLA, DTT redox prof, PMI act hi M6P, Diaph inh CS, L major viab, RAM network inh, Diaph act CS
1	CC(C)(C)n1nc2c(c1NC(=O)c1ccco1)CS(=O)C2 (stereo not drawn)
→ 0.3, -0.5, 1.6, 1.2, -7.6, 2.1, 1.1, 11.0, -5.6, 1.7, 0.9
2	COc1cccc(NS(=O)(=O)CC23CCC(CC2=O)C3(C)C)c1 (stereo not drawn)
→ x, 0.1, 3.0, 0.9, -0.4, 0.8, 0.9, 18.9, 3.9, 1.5, 0.8
3	CCSc1nnc([C@H](Cc2ccccc2)NC(=O)OC(C)(C)C)o1
→ x, -0.2, 9.9, 0.9, -4.5, 0.1, 0.9, 18.9, 20.4, 1.2, 0.8
4	CC(Sc1nnc2c(n1)C1CCC2(C)C1(C)C)C(=O)Nc1ccccc1 (stereo not drawn)
→ 7.0, -0.4, 12.2, 0.9, 4.5, 0.6, 1, 4.1, 3.8, 0.1, 1
5	CCSc1nnc(-c2cccc(S(=O)(=O)N(CC)CC)c2)n1Cc1ccccc1
→ 38.3, -0.4, 11.9, 0.9, -4.5, 2.9, 0.9, 20.1, -3.8, 1.1, 0.8
6	CCN(CC)c1ccc(C=N/C(C#N)=C(\N)C#N)cc1
→ 18.6, -0.1, 3.7, 0.9, 10.3, -0.7, 0.9, 17.6, -2.2, -0.8, 0.8
7	O=C(NCc1ccccc1)c1nc[nH]c1C(=O)NCc1ccccc1
→ 2.2, -0.2, 3.8, 0.9, 6.4, 0.1, 0.9, 16.6, 9.8, 5.0, 0.8
8	Cc1csc(NC(=O)/C=C/c2ccc3c(c2)OCO3)n1
→ 17.4, -0.3, 7.5, 1, 5.6, -0.6, 0.9, 6.6, 37.8, 1.9, 0.9
9	O=S(=O)(c1ccc(F)c(F)c1F)N1CCN(C(=S)Nc2ccccc2)CC1
→ -1.4, -0.1, 6.1, 1, -10.0, -2.0, 1, 14.5, 4.3, 3.8, 0.9
10	Nc1c(-c2ccc(F)cc2)cnc2ncnn12
→ x, 0.0, 5.5, 1.1, -7.7, 1.8, 1.1, -13.8, -4.2, 1.2, 1.1
11	Cc1ccc2c3c([nH]c2c1)C(=O)CC(C)(C)S3
→ -7.2, -0.3, 6.7, 0.9, -0.5, -1.6, 1, 0.4, -4.8, 4.5, 1
12	Cc1onc(-c2c(Cl)cccc2Cl)c1C(=O)n1nnc2ccccc21
→ x, -0.1, 3.8, 1.1, 5.7, 0.4, 1.1, 1.5, -2.7, 2.7, 1
13	CC(C)C(=O)N1CCN(c2nc(-c3ccccc3)c3c(c2C#N)CC(C)(C)OC3)CC1
→ x, -0.3, 8.5, 1, 1.3, 0.7, 1, 20.7, 12.2, 2.0, 0.8
14	CCOC(=O)c1cc(NC(=O)c2cc(C)on2)cc(C(=O)OCC)c1
→ 3.8, -0.3, 5.1, 1, 5.8, 2.8, 1, 1.3, -1.8, 2.6, 1
15	CCN1C(=O)OC2(CCCCC2)C1(C)O (stereo not drawn)
→ -14.2, -0.1, 3.1, 0.9, 4.7, 0.9, 1, 2.5, -8.9, -0.3, 1
16	CCCCNC(=O)CCCCC(=O)N/N=C/c1ccccc1Cl
→ 0.2, -0.4, 7.8, 1, 5.8, 0.1, 1.1, -3.4, 41.4, 2.4, 1
17	CS(=O)(=O)N(CC(=O)NC1CCCC1)c1ccc(Oc2ccccc2)cc1
→ -0.4, -0.1, 5.6, 0.9, -6.3, -0.2, 1, 14.5, -4.8, 2.6, 0.9
18	O=C(NCc1ccccc1)[C@H]1C[C@@H]1[C@H](NP(=O)(c1ccccc1)c1ccccc1)c1ccccc1
→ -11.7, -0.1, 19.9, 1, -5.3, 0.2, 1, 11.0, 3.0, 19.0*, 0.9
19	CC(C)(C)c1ccc(C(=O)NC(=S)NCC2CCCO2)cc1 (stereo not drawn)
→ 3.9, -0.1, -3.9, 1, 3.8, 0.4, 1.1, 19.9, 4.9, 0.2, 0.8
20	CCN(CC)C(=O)CN1C(=O)C2CC=C(Cl)CC2C1=O (stereo not drawn)
→ 18.0, -0.2, 7.8, 1.1, 2.8, 1.9, 1.1, -5.8, -6.2, 1.9, 1.1
21	Cc1cccc(C)c1NC(=S)N(Cc1ccco1)C1CCN(C(C)C)CC1
→ 15.0, -0.1, 16.3, 0.9, -4.4, 0.3, 1, -2.3, -4.3, 0.4, 1
22	CCOc1ccc2nc(NCCNS(=O)(=O)c3ccccc3)c(C#N)cc2c1
→ -9.6, -0.3, 5.0, 1, -8.7, 2.1, 0.7, 21.4, 2.4, 3.6, 0.8
23	O=C(Nc1ccc(Cl)cc1)N1CCC(c2nc(-c3ccc(F)cc3)no2)CC1
→ 3.3, -0.2, 5.6, 0.8, 6.5, 2.6, 0.8, 15.2, 0.1, 2.3, 0.8
24	CCc1cc2c(NCc3ccco3)ncnc2s1
→ x, -0.4, 3.1, 1, 3.7, -0.6, 1, 19.7, 22.7, -0.1, 0.8
25	CN(C)CCNC(C(=O)Nc1cc(Cl)cc(Cl)c1)c1ccccc1 (stereo not drawn)
→ -16.3, 0.0, 7.1, 1, -2.1, -1.7, 1, 8.9, 34.4, -0.8, 0.9
26	C(=N\Nc1ncnc2sc3c(c12)CCC3)/c1cccs1
→ x, -0.2, 2.1, 1, -2.0, -3.7, 1.1, 10.2, 21.1, 7.3, 0.9
27	C=CCn1c(SCC(=O)c2ccc(Cl)s2)nc2ccccc2c1=O
→ x, 0.1, 6.8, 1.1, 2.1, -0.8, 1, 20.3, -4.3, 3.5, 0.8
28	O=C(CN1CCOCC1)Nc1ccc([N+](=O)[O-])cc1Br
→ 10.5, 0.1, 1.3, 1, 7.8, -0.8, 1, 9.1, -3.8, -0.8, 0.9
29	CC(=O)c1ccc(NC(=O)CSc2nc(N)c3cc4c(nc3n2)CCCC4)cc1
→ -19.7, -0.3, -17.7, 1, 1.0, -0.1, 1.1, 5.4, 19.6, 3.6, 0.9
30	O=C(O)c1cc(-c2ccc(/C=N/Nc3ccc([N+](=O)[O-])cn3)o2)ccc1Cl
→ -5.7, 0.2, -0.2, 1.2, 5.4, 3.3, 1.2, 15.5, -7.7, 4.2, 0.8
31	CN=C1CC(C)(C)CC(=O)/C1=C(/O)CCCN1C(=O)c2ccccc2C1=O
→ -10.9, 0.1, 7.8, 1, -8.4, -1.1, 1, 0.7, -3.7, 0.6, 1
32	CCOC(=O)c1ccc[n+](CC(=O)c2ccc(OC)cc2)c1
→ -5.2, 1.6, 13.6, 1.2, -0.9, -0.2, 1.3, 5.8, -5.8, 0.7, 0.9
33	CC1(C)CC2CC(C)(CN2C(=O)COC(=O)c2ccc(Cl)cc2N)C1 (stereo not drawn)
→ 23.2, -0.2, 4.2, 1, -5.9, -0.7, 0.9, 25.3, 27.2, 4.8, 0.7
34	NNc1nc2ccc(Cl)cc2s1
→ -13.2, -0.5, -19.4, 0.9, 0.4, 0.1, 0.9, 2.0, 6.1, -0.6, 1
35	CC(C)NCCCCOc1ccc(Br)cc1Cl
→ -9.3, -0.1, 11.2, 1, -1.7, 2.7, 1.1, -8.2, 99.4*, 1.8, 1.1
36	Cc1ccc2nc(C)cc(C(=O)OCC(=O)Nc3cccnc3Cl)c2c1
→ -14.7, 0.2, -3.0, 1.1, -0.5, -0.2, 1, 1.5, -3.3, 3.4, 1
37	Cc1ccc(C2NC(=O)c3c(sc4c3CCN(C)C4)N2)s1 (stereo not drawn)
→ -11.1, 0.0, 1.8, 0.8, 5.1, -0.8, 0.7, 15.1, 12.4, 1.1, 0.8
38	O=C(NCc1ccccc1)N1CCC(CO)(CCc2ccccc2)CC1
→ 1.7, 0.1, 9.1, 1.1, -3.5, -1.7, 1, 11.5, -3.2, 1.1, 0.9
39	CCOC(=O)N1CCC(N2CCN(S(=O)(=O)c3ccc(NC(C)=O)cc3)CC2)CC1
→ x, -0.3, 8.7, 0.9, 6.9, -0.1, 1, 14.3, -6.4, 0.7, 0.9
40	COC(=O)c1c(N(S(C)(=O)=O)S(C)(=O)=O)sc2c1CCN(c1ncc(C(F)(F)F)cc1Cl)C2
→ x, -0.2, 0.7, 1, -0.4, 1.0, 1.1, 11.7, 9.9, 0.2, 0.9

Pulled by compound from the list above (2):
Fields – S1P3 antagonist, Hsp70 act, G6PDH CS, PMI activator, TLR4-MyD88 BLA, DTT redox prof, PMI act hi M6P, Diaph inh CS, L major viab, RAM network inh, Diaph act CS
23	O=C(Nc1ccc(Cl)cc1)N1CCC(c2nc(-c3ccc(F)cc3)no2)CC1
→ 3.3, -0.2, 5.6, 0.8, 6.5, 2.6, 0.8, 15.2, 0.1, 2.3, 0.8
37	Cc1ccc(C2NC(=O)c3c(sc4c3CCN(C)C4)N2)s1 (stereo not drawn)
→ -11.1, 0.0, 1.8, 0.8, 5.1, -0.8, 0.7, 15.1, 12.4, 1.1, 0.8

Next compounds
Fields – S1P3 antagonist, Hsp70 act, G6PDH CS, PMI activator, TLR4-MyD88 BLA, DTT redox prof, PMI act hi M6P, Diaph inh CS, L major viab, RAM network inh, Diaph act CS
41	O=C(Oc1cccc2cccnc12)c1ccc(Br)o1
→ -11.5, -0.1, -6.2, 0.8, 10.7, -0.2, 0.6, 8.6, -1.8, 0.7, 0.9
42	CC(C)C1C(C#N)=C(N)Oc2n[nH]c(C(C)(C)C)c21 (stereo not drawn)
→ x, -0.4, 10.5, 1.1, -4.8, 0.0, 1.1, -2.3, 14.0, 0.9, 1
43	CC(CCc1ccccc1)NC(=O)CCCCCNc1nc(=S)[nH]c2ccccc12 (stereo not drawn)
→ 18.5, -0.2, -3.6, 1, -6.3, -0.8, 1.1, 18.1, 49.4, 1.6, 0.8
44	CC(C)CC(N=C1NC(C)(C)Cc2ccccc21)C(=O)O (stereo not drawn)
→ x, -0.1, 5.8, 1.1, -8.6, 0.3, 1.1, -10.6, -3.7, 0.7, 1.1

Compounds were not picked by outcome; overall some 12% were active at least once.
